APEX1 inh: inhibitors of human APE1 endonuclease; recombinant APE1, TAMRA/BHQ-2 abasic DNA cleavage fluorescence; 0.35% of 350,000 active; P27695; Potency, µM (titrated, usually from 65.8 µM), for inactives: at the top dose activity change, negative = inhibition, actives largely listed as inhibitors;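 note: potency is the fitted concentration of half-maximal effect; plate controls were vehicle for no effect and reference inhibitor for full effect; nearly all actives have a fitted effect of over 55% in size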
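APE1 at 0.75 nM final was preincubated with compound 15 min at room temperature, then 50 nM double-stranded THF abasic-site substrate (5'-TAMRA/3'-BHQ-2) was added. Fluorescence (ex 525/em 598 nm) was read kinetically; third-minus-first read gave activity.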
LDHA inh: blocks human lactate dehydrogenase A. purified LDHA, NADH/diaphorase-resazurin fluorescence; stronger effect = lower value. P00338. activity change, % (values are at about 110 or 230 µM). 0.15% of 480,000 active; in the data active = activity change below about -30%; inconclusive = mostly about -25% to -30%;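 note: plate controls were DMSO wells for no effect and wells without enzyme for full effect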
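Enzyme activity of human lactate dehydrogenase 5 (2 nM; 0.06 mM NADH, 0.2 mM pyruvate, 5 min, RT) is measured via a resazurin/diaphorase fluorescence readout of residual NADH.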
POLH inh: DNA polymerase eta (human) inhibition; Q9Y253; 1.2% of 390,000 active; recombinant Pol eta, fluorescent DNA replication assay; Potency, µM (titrated, usually from 114 µM), inactives show at the top dose activity change, negative = inhibition, usual class: inhibitors; note: potency is the fitted concentration of half-maximal effect; % is set by controls: 0 for no effect and ±100 for the full control effect
Target sequence (Q9Y253 whole entry, looked up): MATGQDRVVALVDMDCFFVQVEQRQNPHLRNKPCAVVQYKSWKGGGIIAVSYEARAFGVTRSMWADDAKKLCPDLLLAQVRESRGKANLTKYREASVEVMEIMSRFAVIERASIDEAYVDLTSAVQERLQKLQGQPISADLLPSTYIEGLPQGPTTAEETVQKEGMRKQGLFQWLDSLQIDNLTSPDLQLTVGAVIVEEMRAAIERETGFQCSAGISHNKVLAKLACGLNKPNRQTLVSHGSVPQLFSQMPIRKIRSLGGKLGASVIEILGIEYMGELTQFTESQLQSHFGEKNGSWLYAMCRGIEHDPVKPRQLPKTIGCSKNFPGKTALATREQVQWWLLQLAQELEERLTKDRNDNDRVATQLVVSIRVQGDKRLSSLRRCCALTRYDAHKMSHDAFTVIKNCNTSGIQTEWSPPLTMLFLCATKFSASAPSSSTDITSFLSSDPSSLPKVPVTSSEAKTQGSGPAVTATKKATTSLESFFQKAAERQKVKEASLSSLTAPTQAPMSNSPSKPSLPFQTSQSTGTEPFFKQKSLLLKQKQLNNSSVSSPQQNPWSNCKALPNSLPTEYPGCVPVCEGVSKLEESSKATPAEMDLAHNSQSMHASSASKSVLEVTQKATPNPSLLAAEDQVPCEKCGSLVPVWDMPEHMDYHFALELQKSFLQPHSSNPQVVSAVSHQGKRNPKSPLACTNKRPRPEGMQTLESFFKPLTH
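Fluorescent replication assay: 50 nM final substrate added after a 15 min room-temperature compound preincubation with 10 nM enzyme. Signal taken at 0 min and again at 10 min.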
RGS4 inhibitor: inhibitors of human regulator of G protein signaling 4; P49798; Transcreener GDP fluorescence polarization, RGS4-accelerated GTP hydrolysis; Potency, µM (doses to about 114 µM), inactives show at the highest dose activity change, negative = inhibition, most hits filed as inhibitors; 0.039% of 390,000 active; note: potency is the fitted concentration of half-maximal effect; % is set by controls: 0 for no effect and ±100 for the full control effect; nearly all actives have a fitted effect of over 75% in size; some results filed as inactive show a strong effect at the top dose
Target sequence (P49798 whole entry, looked up): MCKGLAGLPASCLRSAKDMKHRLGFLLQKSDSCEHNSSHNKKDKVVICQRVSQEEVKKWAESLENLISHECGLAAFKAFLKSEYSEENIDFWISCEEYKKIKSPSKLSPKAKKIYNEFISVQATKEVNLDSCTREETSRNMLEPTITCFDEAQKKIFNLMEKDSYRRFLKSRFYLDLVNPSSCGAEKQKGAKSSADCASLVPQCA
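MLSMR compounds (23 nl, pin-transferred) preincubated 10 min at room temperature with a 500nM (2x) first reagent, then RGS4 at 900nM (2x) plus Transcreener GDP mix added; fluorescence polarization (620/688 nm) read before and after 90 min at 30 °C.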
Pol kappa inh: DNA polymerase kappa (human) inhibition; Q9UBT6; purified Pol kappa, fluorescent DNA synthesis assay, 10 min; Potency, µM (doses to about 107 µM), without a hit: at the top dose activity, negative = inhibition, most hits filed as inhibitors; 0.53% of 400,000 active; AID 588579; note: potency is the fitted concentration of half-maximal effect; % is set by controls: 0 for no effect and ±100 for the full control effect
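50 nM final substrate added after 15 min RT preincubation of 10 nM Pol kappa with compound; fluorescence read at 0 and 10 min.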
ERG Ets-DNA blk: inhibitors of human ERG Ets domain-DNA interaction. 0.028% of 370,000 active. P11308. Potency, µM (series often up to 76.9 µM), for the others: top-dose FP activity, negative = inhibition, usual class: inhibitors. fluorescence polarization, His-ERG Ets domain / labelled DNA. AID 624246; active = well fitted inhibition curve with a large enough effect in the polarisation, with a control signal flat; inconclusive = small, poorly fitted or top-dose-only effect, or effect the other way, or a change in a side signal; inactive = no such curve, though single readings can be large or run the other way; the % refers to the polarisation;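 note: polarization taken with two DNA probes labelled with fluorescein and Texas red; potency is the fitted concentration of half-maximal effect; % of control where 0% means no effect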
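His-tagged ERG Ets domain (1 uM in the protein solution; 300mM KCl, 50mM Tris-HCl, 1mM EDTA, 1mM DTT, pH 7.5) received compound, then a probe mix of 5 nM fluorescein-DNA and 100nM Texas-615-DNA. Fluorescence polarization was read for both dyes.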
Pol beta inh: DNA polymerase beta (human) inhibition; Potency, µM (titrated, usually from 114 µM), without a hit: at the top dose activity change, negative = inhibition, hits mostly inhibitors; Pol beta primer extension/strand displacement, fluorescence kinetic; P06746; 1.3% of 340,000 active; note: potency is the fitted concentration of half-maximal effect; % is set by controls: 0 for no effect and ±100 for the full control effect
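Kinetic readout of DNA synthesis with strand displacement by Pol beta. Compound and 10 nM enzyme sit 15 min at room temperature; 50 nM substrate starts the reaction, read immediately and at 10 min.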
12-LOX inh: inhibitors of human 12S-lipoxygenase ALOX12 | P18054 | purified 12hLO, xylenol orange hydroperoxide absorbance | Potency, µM (top dose mostly 108 µM), without a hit: top-dose activity change, negative = inhibition, actives largely listed as inhibitors | 1.1% of 580,000 active; note: potency is the fitted concentration of half-maximal effect; % is set by controls: 0 for no effect and ±100 for the full control effect
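Purified human 12hLO (150 nM final) in 25 mM Hepes, 0.01% Triton X-100, pH 7.0 was preincubated 15 min at room temperature with compound. Then 40 uM arachidonic acid was added, 30 min. Hydroperoxide was read by Fe-XO absorbance ratio 573/405 nm.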
Anesthetic bind: candidate novel general anesthetic via apoferritin binding. apoferritin/1-aminoanthracene competitive binding, fluorescence. Potency, µM (series often up to 77.5 µM), for inactives: at the highest dose activity change, negative = displacement, actives largely listed as inhibitors. P02791. 0.074% of 350,000 active; note: potency is the fitted concentration of half-maximal effect; % is set by controls: 0 for no effect and ±100 for the full control effect; nearly all actives have a fitted effect of over 20% in size
Target sequence (P02791 2-175 limits assumed): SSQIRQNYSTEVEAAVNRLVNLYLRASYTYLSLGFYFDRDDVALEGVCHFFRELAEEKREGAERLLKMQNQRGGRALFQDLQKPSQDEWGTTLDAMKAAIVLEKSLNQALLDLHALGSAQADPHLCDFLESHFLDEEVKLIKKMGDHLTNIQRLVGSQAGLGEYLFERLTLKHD
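Horse-spleen apoferritin (10 uM) was mixed with 50% saturated 1-aminoanthracene in PBS, exposed to compounds for 10 min at room temperature, and read for fluorescence (ex 380 nm, em 535 nm). Competitive displacement was fitted with a four-parameter Hill equation.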
An asterisk follows results filed as active; ? = inconclusive; . = no result given; & = joins results of further samples; [ ] = remark or other dose. Unless noted, calls come from the whole dose curve; as a rule, active = well fitted curve in the direction sought with a large enough effect; inconclusive = small, poorly fitted or top-dose-only effect, or another doubt; inactive = no such curve, though single readings can be large; an effect the other way counts as inactive or inconclusive.

Results follow in this order: Anesthetic bind	Pol beta inh	RGS4 inhibitor	ERG Ets-DNA blk	Pol kappa inh	LDHA inh	POLH inh	12-LOX inh	APEX1 inh
- Cc1ccc(Cl)cc1N1CCN(C(=O)c2noc(C)c2[N+](=O)[O-])CC1
  -11%	5%	3%	-13%	-17%	-5	-20%	36%[activator]	-14%
- COCCCNC(=O)c1ccc(CS(=O)(=O)c2ccc(OC)cc2)o1
  -1%	-1%	-45%	-14%	-21%	0	-10%	435%[activator]	4%
- O=C(O)CCc1nnc2cnc3ccccc3n12
  -8%	1%	4%	6%	9%	7	-13%	-23%	.
- CCOc1ccc(S(=O)(=O)Nc2cccc(C(=O)NCC3(N4CCCCC4)CCCCC3)c2)cc1
  .	.	-10%	-2%	-22%	-4	-21%	-17%	5%
- CCC(NC(=O)c1ccccc1NC(=O)c1ccccc1)C(=O)NNC(=O)CSc1nc2ccccc2o1 (stereo not given)
  -6%	?	-35%	-1%	-12%	-8	-24%	0%	2%
- Cc1nn(Cc2cccc(C(=O)O)c2)c(C)c1[N+](=O)[O-]
  -1%	1%	-5%	-10%	1%	-2	-26%	5%	0%
- O=C(N/N=C1\CCCc2oc(C(=O)O)cc21)c1ccccc1
  -4%	9%	14%	3%	-11%	-7	3%	9%	-1%
- Cc1ccnc(NC(=O)Cn2c(=O)oc3ccccc32)c1
  -1%	-3%	-24%	-5%	-19%	-2	2%	.	-2%
- O=c1c2cc3c(cc2nc2sc(Nc4ccc(F)cc4F)nn12)OCO3
  2%	?	-17%	9%	-6%	4	-12%	-23%	.
- Cc1nn(-c2ncc(C(F)(F)F)cc2Cl)c(=O)n1-c1ccc(F)cc1
  -3%	5%	-24%	5%	-10%	-7	-12%	11%	-3%
- COC(=O)C1=C(C)Nc2nc(-c3ccccc3)nn2C1c1ccc(C)o1 (stereo not given)
  -23%	36%	-27%	8%	-11%	0	-10%	401%[activator]	-4%
- O=C(CCc1nnc(Cc2cccc(C(F)(F)F)c2)o1)NC1CC1
  -7%	?	-1%	1%	-9%	-1	-19%	-1%	-1%
- CCOC(=O)/C(C#N)=C/c1ccc(N2CCN(Cc3ccccc3)CC2)cc1
  -5%	-24%	-9%	23%	-5%	-3	?	-29%	1%
- CC(=O)c1ccc(NC(=O)CCc2nnc3ccc(NCc4ccco4)nn23)cc1
  -1%	10%	-1%	4%	-44%	-6	-4%	2%	-5%
- Cc1c(C(=O)NCCSCc2ccc(F)cc2)cnn1-c1ccc(Cl)cc1
  3%	-21%	-7%	0%	-11%	-2	?	?	3%
- O=C(NCc1ccco1)C(NS(=O)(=O)c1cccc2nsnc12)c1ccccc1 (stereo not given)
  -13%	35%	20%	-2%	-25%	2	7%	-16%	10%
- COc1ccc(NS(=O)(=O)c2cccc(C(=O)NNC(=O)NCCCl)c2)cc1
  -7%	4%	8%	-3%	-5%	-7	-6%	4%	2%
- CCn1nc(C)c(/C=N/NC(=O)Cn2cncn2)c1C
  11%	13%	4%	3%	2%	2	-13%	0%	2%
- CCCCN(C(=O)CSc1nnnn1C)C1CCS(=O)(=O)C1 (stereo not given)
  .	.	11%	-11%	-19%	-11	-4%	378%[activator]	19%
- O=C(Nc1ccc2c(c1)OCO2)c1cc2ncc(Br)cn2n1
  -5%	28µM*	-2%[11.4 µM]	3%	-41%	1	3.5µM*	?	-5%
- Cc1ccc(-c2nnc(-c3ccccc3)o2)cc1Br
  .	.	-12%	-5%	-4%	-1	-10%	0%[57.4 µM]	.
- CCc1cc(=O)[nH]c(SCc2nc(-c3ccc(C(F)(F)F)cc3)no2)n1
  -1%	-25%	-21%	7%	4%[60.1 µM]	-5	13%	-10%	.
- O=[N+]([O-])c1cccc(-c2cn(-c3ccccc3)c(=S)[nH]2)c1
  -13%	7%	-34%	7%	3%	-3	-9%	-16%	0%
- CCn1c(-c2cc(-c3cc(C)ccc3C)nc3ccccc23)n[nH]c1=S
  -16%	19%	-9%	-6%	4%	-2	-3%	-19%	3%
- Cc1cccc(-c2nc(CSCC(=O)N3CCN(c4cccc(C)c4C)CC3)c(C)o2)c1
  75%[activator]	-20%	-18%	5%	-8%[60.1 µM]	5	-18%	-13%	.
- COCc1ccc(-c2c(-c3cccc(OC)c3)sc3ccc(OC)cc23)cc1
  .	.	-21%	-11%	-3%	0	-28%	-19%	5%
- O=C(Cc1ccc(F)cc1)NC1CCCCCC1
  -19%	-11%	-14%	2%	2%	-2	-16%	27%	1%
- COc1ccc(CC(NC(C)=O)C(=O)NC2CCN(c3ncccc3[N+](=O)[O-])CC2)cc1 (stereo not given)
  -3%	12%	1%	7%	-7%	-18	-3%	-66%	12%
- COc1ccccc1CNC(=O)CN(c1ccccc1OC)S(C)(=O)=O
  9%	-10%	16%	-2%	-6%[60.1 µM]	-5	-5%	-6%	.
- CC(C)OCCCn1c(=NC(=O)c2cccs2)c(C#N)cc2c(=O)n3ccccc3nc21
  157%[activator]	-23%	-4%	3%	-1%	-2	-19%	5%	1%

2 of the compounds above, with values ahead of the structure:
Anesthetic bind,Pol beta inh,RGS4 inhibitor,ERG Ets-DNA blk,Pol kappa inh,LDHA inh,POLH inh,12-LOX inh,APEX1 inh,compound
.,.,-12%,-5%,-4%,-1,-10%,0%[57.4 µM],.,Cc1ccc(-c2nnc(-c3ccccc3)o2)cc1Br
75%[activator],-20%,-18%,5%,-8%[60.1 µM],5,-18%,-13%,.,Cc1cccc(-c2nc(CSCC(=O)N3CCN(c4cccc(C)c4C)CC3)c(C)o2)c1

Additional structures follow:
Results follow in this order: Anesthetic bind	Pol beta inh	RGS4 inhibitor	ERG Ets-DNA blk	Pol kappa inh	LDHA inh	POLH inh	12-LOX inh	APEX1 inh
- O=S(=O)(Nc1nc2ccccc2nc1Cl)c1ccc(Br)cc1
  -14%	-23%	-3%	-8%	7%	1	-1%	10%	2%
- Cc1cc(=O)oc2cc(OCc3ccc(C(=O)N4CCN(c5ccccc5)CC4)cc3)ccc12
  4%	11µM*	-14%	6%	-2%	-2	3%	1%	2%
- CC1SC(C)C(=O)N(CC(=O)Nc2ccc3c(c2)OCO3)C1=O (stereo not given)
  -17%	-5%	-16%	7%	-7%	-2	-24%	0%	?
- CCC(=O)N1CCCc2cc(S(=O)(=O)Nc3ccc(C)c(C)c3)ccc21
  3%	7%	11%	0%	-27%	-1&-7	-9%	?	.
- Cc1cccc(NC(=O)CSc2nnc(CSc3nc(C)cc(C)n3)o2)c1
  -11%	-3%	4%[11.4 µM]	6%	-4%	-10	-3%	-3%	13%
- O=C(COc1ccc(S(=O)(=O)N2CCOCC2)cc1Cl)N1CCOCC1
  -3%	4%	11%	2%	-13%	-7	-10%	-5%	19%
- COc1cc(CCNC(=O)c2cnn3ccccc23)cc(OC)c1OC
  -7%	13%	4%	7%	-5%	-10	-1%	14%	4%
- O=S1(=O)CCN2C(=N1)SC1=C2CCN(Cc2ccccc2)C1
  -4%	5%	6%[11.4 µM]	2%	-6%	-8	-5%	-5%	-4%
- c1ccc(CNc2ncnc3scc(-c4cccs4)c23)nc1
  -8%	?	13%	3%	-3%	-4	-19%	-11%	0%
- COc1cc2c(cc1OC)CN(Cc1ccc(C)cc1)CC2
  -9%	22%	6%	1%	-8%	-8	-4%	10%	0%
- N[C@H](Cc1c[nH]c2ccccc12)C(=O)O
  -6%	.	21µM*	.	7%[19.4 µM]	.	.	.	?
- COc1ccc(NC(=O)CO/N=C2\CCCc3nonc32)cc1
  -11%	32%	-5%	1%	-25%	-5	-1%	-16%	7%
- CSc1ccc(CN2CCN(Cc3ccc([N+](=O)[O-])cc3)CC2)cc1
  -15%	11%	-6%	0%	-5%	-8	-26%	?	-1%
- CC(=O)c1ccc(N2Cc3ccccc3C2)cc1
  -9%	25%	-11%[56.9 µM]	7%	-12%	-17	4%	?	3%
- CC12CCC(C(=O)N3CCN(c4ncccn4)CC3)(c3nc4ccccc4nc31)C2(C)C (stereo not given)
  -2%	4%	0%[11.4 µM]	-2%	-11%	-9	-20%	37%[activator]	-1%
- Cc1ccc2oc(C(=O)Nc3nnc(CC(C)C)s3)cc(=O)c2c1
  12%	0%	6%	4%	-24%	-1	-12%	?	.
- C=CCSC1=N/C(=C/c2ccsc2)C(=O)N1c1ccccc1
  -1%	7%	-3%	1%	6%	1	1%	-7%	2%
- O=C(CNc1cccc2ccccc12)N/N=C/c1ccccn1
  ?	-25%	-14%	-7%	-15%	19	-6%	41%	-3%
- O=C(C[C@H]1C/C=C\CC[C@H](Cc2ccc(F)cc2)C(=O)OC[C@@H](Cc2c[nH]c3ccccc23)NC1=O)NCCO
  .	.	6%	8%	-5%	0	-17%	-4%	-21%
- Nc1c(C(=O)Nc2ccc3c(c2)OCCO3)nnn1Cc1ccccc1Cl
  .	.	-32%	-8%	-18%	-6	-10%	7%	10%
- Cc1cccc(C(=O)OCC(=O)N2CC(=O)Nc3ccccc32)c1C
  .	.	29%	12%	-15%	-6	10%	-21%	-4%
- O=C(C[n+]1ccccc1)Nc1ccccc1C(=O)O
  -3%	17%	-2%	4%	0%	6	-15%	-5%	1%
- COc1ccccc1/C=C/C=C1\Oc2c(ccc(O)c2CN2CCN(CCO)CC2)C1=O
  158%[activator]	-29%	-31%	7%	-8%	1	?	-15%	-7%
- CCC12C(=O)C(CC)(C(c3ccccc3)=C1c1ccccc1)[C@@H]1C(=O)N(c3ccccc3)C(=O)C12 (stereo not given in full)
  -10%	-1%	-15%	3%	-5%	0	-17%	-2%	0%

Compound activity: PubChem BioAssay, National Center for Advancing Translational Sciences (NCATS)

Not all compounds are listed. The share of hits here may be higher or lower than overall.
